KCNH2 3.1 block: qHTS for Inhibitors of KCHN2 3.1: Mutant qHTS. 340,000 compounds, 0.95% hits. activity change, % (tested at about 1.8 µM). U2OS KCNH2 3.1, thallium flux FluxOr; stronger effect = lower value;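 active = maximum activity change below -70%; inconclusive = maximum activity change from -70% to -50%; inactive = maximum activity change above -50%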;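 note: thallium influx rate constant from kinetic fluorescence after stimulation buffer; % is set by controls: 0 for no effect and ±100 for the full control effect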
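Thallium flux via FluxOr fluorescence (Red40 quencher, 45 min loading) in U2OS cells virally expressing the KCNH2 3.1 isoform (1.77 x 10^8 /mL virus, overnight at 37 C). Rate constants from 2-min kinetic reads post-stimulation, normalised to positive and negative controls.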
ELG1 repair inh: qHTS screen for small molecules that inhibit ELG1-dependent DNA repair in human embryonic kidney (HEK293T) cells expressing luciferase-tagged ELG1; HEK293T ELG1-luciferase reporter, luminescence, 16 h; DNA damage induced by 5-fluorouridine; Potency, µM (highest dose often 46.1 µM), for inactives: at the top dose activity change, negative = inhibition, actives largely listed as inhibitors; 330,000 compounds, 2.3% hits; note: potency is the fitted concentration of half-maximal effect; % is set by controls: 0 for no effect and ±100 for the full control effect; nearly all actives have a fitted effect of over 55% in size
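DMSO vehicle served as the neutral condition. Each well held 2,000 cells given 5-fluorouridine plus compound; after 16 hr at 37 °C/5% CO2, ONE-Glo was added and luciferase measured 30 min later.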
TSHR antag: Antagonists of the Thyroid Stimulating Hormone Receptor: HTS campaign. Thyrotropin receptor (Homo sapiens), P16473. TSHR-expressing cells, TSH-stimulated cAMP HTRF, 2 h; stronger effect = lower value. activity change, negative = inhibition, % at 11.5 µM. 330,000 compounds, 0.2% hits. AID 504810, 2011;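 active = activity change below a set negative limit, meaning inhibition stronger than a set level, cut at about -70% in these data; inconclusive = activity change between two set negative limits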; note: % is set by controls: 0 for no effect and ±100 for the full control effect
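TSHR-expressing cells, 200/well, pre-treated with compound, then stimulated with EC80 TSH (4nM final) for 2 hours at 37 deg C. cAMP measured by competitive HTRF: anti-cAMP cryptate antibody in lysis buffer plus cAMP-d2, read after 30 minutes at room temperature.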
Eya2 phos inh: qHTS Assay for Inhibitors of the Phosphatase Activity of Eya2 | Protein phosphatase EYA2 (Homo sapiens), O00167 | recombinant Eya2, OMFP fluorescence dephosphorylation (OMFP is methylfluorescein phosphate) | Potency, µM (titrated, usually from 76.9 µM), for the others: at the top dose activity, negative = inhibition, hits mostly inhibitors | 330,000 compounds, 0.006% hits; note: potency is the fitted concentration of half-maximal effect; % is set by controls: 0 for no effect and ±100 for the full control effect
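Eya2 (0.2 uM) preincubated 10 min at ambient with compound, then OMFP substrate added at 50 uM; 10 min reaction in 50 mM HEPES pH 7.5, 50 mM NaCl, 5 uM MgCl2, 0.05% BSA, 1 mM DTT. Fluorescence read at Ex 485/Em 525 nm.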
Mito fusion act: qHTS Assay for Small Molecule Inhibitors of Mitochondrial Division or Activators of Mitochondrial Fusion; S. cerevisiae fusion-defective mutant growth rescue, CellTiterGlo 48 h; Potency, µM (titrated, usually from 46.1 µM), for the others: at the top dose growth rescue (activation), hits mostly activators; 320,000 compounds, 0.23% hits; AID 485298, 2010;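 note: potency is the fitted concentration of half-maximal effect; % of control where 0% means no effect; nearly all actives have a fitted effect of over 45% in size; temperature-sensitive fusion mutants such as fzo1-1 at 37 °C on non-fermentable ethanol glycerol medium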
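Temperature-sensitive fusion-defective S. cerevisiae (e.g. fzo1-1, mgm1-5) were grown with compound in YPEG medium (3% ethanol, 3% glycerol) for 48 hours at 37C. Growth rescue was measured as viability by CellTiterGlo luminescence after 10 minutes at ambient.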
hERG WT inh: qHTS for Inhibitors of KCHN2 3.1: Wildtype qHTS. Voltage-gated inwardly rectifying potassium channel KCNH2 (Homo sapiens), Q12809. U2OS, BacMam KCNH2, thallium flux FluxOr; stronger effect = lower value. activity change, % at 1.84 µM. 340,000 compounds, 0.37% hits;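 active = maximum activity change below -70%; inconclusive = maximum activity change between -70% and -50%; inactive = maximum activity change above -50%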; note: % is set by controls: 0 for no effect and ±100 for the full control effect
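U2OS cells transduced with wild-type KCNH2 virus are loaded with FluxOr dye for 45 min, and thallium flux is measured in kinetic reads before and after stimulation buffer. Rate constants are normalized to DMSO controls.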
USP2a inh: qHTS Assay for Inhibitors of Ubiquitin-specific Protease USP2a Using CHOP2 as the Reporter | Potency, µM (titrated, usually from 38.3 µM), without a hit: top-dose activity change, negative = inhibition, usual class: inhibitors | USP2 core, Ub-CHOP2 coupled fluorogenic reporter, 485/531 | Ubiquitin carboxyl-terminal hydrolase 2 (Homo sapiens), O75604 | 330,000 compounds, 0.01% hits | AID 463254, 2010;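 note: potency is the fitted concentration of half-maximal effect; plate controls were DMSO wells for no effect and full inhibition by NEM control for full effect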
Target sequence (O75604 whole entry, looked up): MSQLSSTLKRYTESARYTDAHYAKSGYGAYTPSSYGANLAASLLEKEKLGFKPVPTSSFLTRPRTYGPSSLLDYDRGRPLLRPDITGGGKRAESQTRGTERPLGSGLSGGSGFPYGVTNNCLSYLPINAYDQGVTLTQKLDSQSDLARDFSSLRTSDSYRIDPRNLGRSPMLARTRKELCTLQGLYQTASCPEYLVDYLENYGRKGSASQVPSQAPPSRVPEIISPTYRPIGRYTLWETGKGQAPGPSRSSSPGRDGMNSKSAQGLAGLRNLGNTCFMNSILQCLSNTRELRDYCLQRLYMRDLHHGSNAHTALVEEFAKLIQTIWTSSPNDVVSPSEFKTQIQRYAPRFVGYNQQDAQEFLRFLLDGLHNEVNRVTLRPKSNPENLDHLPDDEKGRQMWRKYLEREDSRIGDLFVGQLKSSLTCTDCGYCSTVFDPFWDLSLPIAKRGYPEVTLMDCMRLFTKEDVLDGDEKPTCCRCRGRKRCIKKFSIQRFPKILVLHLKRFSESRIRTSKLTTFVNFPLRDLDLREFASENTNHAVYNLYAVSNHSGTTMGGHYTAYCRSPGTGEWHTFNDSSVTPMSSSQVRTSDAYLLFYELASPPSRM
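USP2 core (10nM final) preincubated 30min RT with compound in 20mM Tris-HCl pH 8.0, 2mM CaCl2, 2mM beta-mercaptoethanol, 0.05% CHAPS; 25nM Ub-CHOP2 plus 25nM reporter substrate added, fluorescence (Ex485/Em531) read after 60min.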
TCR act: Activators of T cell receptors: qHTS campaign | 330,000 tested, under 10 active | AID 504894, 2011 | Potency, µM (titrated, usually from 9.22 µM), inactives show top-dose activation of IL-2 secretion, actives largely listed as activators | primary human leukocytes, anti-CD3, IL-2 HTRF, 48 h; note: % of control where 0% means no effect
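1) Mix primary human leukocytes, a-CD3 beads and compound. 2) Incubate 48 hr. 3) Add HTRF IL-2 reagents (a-IL-2-K, a-IL-2-d2).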
TRPV1 agonist: HTS Assay for Compounds that Act as Agonists of the Vanilloid Receptor 1. Transient receptor potential cation channel subfamily V member 1 (Homo sapiens), Q8NER1. activation, % at 8.33 µM. TRPV1-expressing cells, Fluo-8 calcium influx, agonist mode. 320,000 compounds, 0.19% hits. AID 540275, 2011; in the data active = activation above about 80%; inconclusive = between about 30% and that limit; note: 0% is about no effect
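Cells expressing TRPV1 were dye-loaded with Fluo-8 and read kinetically: 10 s baseline, 3 min after compound (agonist portion), then 2 min after EC20 capsaicin (allosteric enhancer portion). Calcium-bound dye fluorescence at 480/520 nm.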
A-T KAP1 phos: qHTS Assay for Identifying a Potential Treatment of Ataxia-Telangiectasia; […] A-T fibroblasts, KAP-1 phosphorylation AlphaLISA; neocarzinostatin DNA damage 30 min before lysis; AID 485349, 2010; Potency, µM (titrated, usually from 57.5 µM), for inactives: at the highest dose activation, most hits filed as activators; 320,000 compounds, 0.19% hits; note: potency is the fitted concentration of half-maximal effect; % of control where 0% means no effect; nearly all actives have a fitted effect of over 45% in size
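ATM-like activity read as KAP-1 phosphorylation via AlphaLISA donor/acceptor antibody pairs after lysis and 6 hr at 25C. Cells were ATM-null patient fibroblasts ([…], hTERT), dosed 60 min, then exposed to the DSB inducer NCS for 30 min.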
An asterisk follows results filed as active; i = inactive; u = inconclusive; x = no result given; [ ] = dose if it differs, or a comment. Unless noted, calls come from the whole dose curve; as a rule, active = well fitted curve in the direction sought with a large enough effect; inconclusive = small, poorly fitted or top-dose-only effect, or another doubt; inactive = no such curve, though single readings can be large; an effect the other way counts as inactive or inconclusive.

SMILES	KCNH2 3.1 block	ELG1 repair inh	TSHR antag	Eya2 phos inh	Mito fusion act	hERG WT inh	USP2a inh	TCR act	TRPV1 agonist	A-T KAP1 phos
COc1ccccc1CC(=O)Nc1cc(S(=O)(=O)N2CCOCC2)ccc1N1CCOCC1	-9	-11%	-21	-2%	3%	-2	0%	0%	3	-3%
O=C(O)c1cccc(NC(=O)c2cc(NC(=O)c3ccccc3)cc(NC(=O)c3ccccc3)c2)c1	29	18%	23	-7%	0%	33	1%	4%	-3	1%
O=C(Nc1nc(-c2ccccc2)cs1)c1ccc2c(c1)S(=O)(=O)c1ccccc1C2=O	-31	u	-22	-1%	-3%	2	-4%	-5%[46.1 µM]	-2	0%
C=CCC[C@H](Cc1ccc(F)cc1)C(=O)OC[C@H]1CCCN1C(=O)[C@@H](CC=C)CC(=O)NCCO	-9	0%	-6	3%	x	7	-1%	7%	x	5%
COCCn1c(SCC(=O)c2cc(C)n(C)c2C)nc2ccccc2c1=O	-1	8%	3	0%	-4%	9	1%	1%	4	-3%
CCOc1cc(NC(=S)NCC(C)C)c(OCC)cc1NC(=O)c1cccs1	-5	0%	-1	3%	-4%	-1	2%	11%	30	-3%
O=C(COc1ccc(Cl)cc1Cl)NC(=O)N1CCCCC1	0	u	-7	4%	1%	-4	1%	1%	u	-5%
CCOc1ccc(NC(=O)CCNC(=O)c2ccc(Br)cc2)cc1	4	u	2	-4%	7%	4	1%	-3%	17	8%
O=C(Nc1ccccc1N1CCOCC1)c1cc(-c2ccncc2)nc2ccccc12	-22	15µM*	-13	-6%	-30%	-3	-1%	-1%	-7	-3%
COc1cc(CC(=O)OCC(=O)Nc2cc(S(=O)(=O)N3CCCC3)ccc2Cl)cc(OC)c1OC	-7	-17%	-15	-33%	3%	6	0%	8%	-1	4%
Cc1cccc(C)c1NC(=O)COC(=O)c1cccc2c1C(=O)c1ccccc1C2=O	-2	12µM*	-6	-6%	0%	-2	4%	-2%[46.1 µM]	0	5%
Cc1ccc(NC(=O)c2ccc(OC(=O)COc3ccc(Cl)c(C)c3)cc2)cc1	9	u	-9	0%	7%	3	5%	1%[46.1 µM]	u	0%
Cc1noc(C)c1COc1cccc(C(=O)OCCOc2ccc(F)cc2)c1	-31	3%	-18	-14%	13%	-5	2%	-3%	28	-5%
C=CCOc1c(Br)cc(/C=C2/C(=O)ON=C2C)cc1OC	-19	7%	1	-8%	13%	5	0%	-6%	2	5%
O=C(CCCCCN1C(=O)[C@@H]2Cc3ccccc3CN2C1=O)Nc1ccccc1Cl	5	3%	-20	-2%	18%	5	1%	-3%	-1	29%
O=C(N[C@@H](Cc1ccccc1)C(=O)OCc1ccccc1)c1nc[nH]c1C(=O)NC(c1ccccc1)c1ccccc1	1	-1%	12	11%	1%	-7	7%	-2%	2	10%
O=C(O)c1cc(-c2ccc(Cl)cc2)n(-c2ccc(Cl)cc2)n1	-16	-8%	-19	2%	5%	i	4%	-1%	3	0%
Cc1noc(NS(=O)(=O)c2ccc(NC(=O)CSc3nc4ccccc4s3)cc2)c1C	16	u	-1	9%	-2%	-7	-1%	0%	2	-9%
O=S1(=O)N=C(N(CCO)/N=C/c2ccccc2)c2ccccc21	-5	u	-14	-3%	-2%	-4	0%	2%	1	3%
Cc1c(C(=O)N2CCN(c3ccccc3)CC2)oc2c(F)cccc12	-6	16%	-14	-13%	5%	7	-1%	-2%	2	2%
COc1ccc(N2CCN(C(=O)c3cc(=O)c4cc(C)ccc4o3)CC2)cc1	-19	-10%	-8	14%	23%	31	3%	3%	18	24%
Cc1cc(NCc2ccccn2)n2ncc(-c3ccc(Cl)cc3)c2n1	-2	u	-13	-14%	5%	-1	0%	0%	0	9%
Cc1c(OC(=O)c2ccc([N+](=O)[O-])cc2)c2c(c[n+]1C)COC(C)(C)OC2	-3	-10%	2	26%	3%	2	2%	2%	-2	-8%
Cc1ccc(CN2C(=O)C3CCCN3c3ccc(C#N)cc32)cc1 (centres undefined)	x	0%	0	2%	-7%	x	0%	x	-3	-3%
CC(=O)Nc1ccc(Nc2nc(-c3cc4ccccc4oc3=O)cs2)cc1	-6	u	-17	-11%	2%	-14	9%	5%	4	4%
Cc1[nH]c(C)c(S(=O)(=O)N(C)Cc2ccccc2)c1C(=O)N1CCCCC1	-1	u	2	3%	-6%	4	-2%	0%	0	-1%
CCNC(=S)N(Cc1cc2cc(C)cc(C)c2[nH]c1=O)C1CCCC1	1	12%	-1	-8%	4%	23	2%	2%	10	4%
CCc1nnc(NS(=O)(=O)c2ccc(NC(=S)NC(=O)c3ccc(Br)cc3)cc2)s1	-5	2%	-15	-6%	1%	58	-8%	0%[46.1 µM]	-8	4%
COc1ccc(NC2=C(C(C)=O)C(c3ccc(OC)c(OC)c3)C(C(C)=O)C(C)(O)C2)cc1 (centres undefined)	-4	u	-8	2%	-2%	-6	0%	-1%[46.1 µM]	14	x
Cc1nc2ccccc2n1CC(O)COC1CCCCC1 (centres undefined)	4	u	-3	-2%	-1%	-23	1%	-1%[46.1 µM]	5	5%
COc1ccc(-c2cc(C(=O)OCC(=O)N3CCCCC3)c3ccccc3n2)cc1OC	x	9.2µM*	-14	-17%	x	0	-4%	-2%	x	8%
CCOc1ccc(S(=O)(=O)Nc2ccc(O)c(Sc3ncn[nH]3)c2)cc1	-6	u	28	9%	1%	1	0%	-6%[46.1 µM]	-1	6%
Cn1c(C(=O)N[C@@H](Cc2ccccc2)C(=O)O)cc2cc(Cl)ccc21	0	-2%	-7	21%	-3%	-23	0%	-4%	-1	-12%
CCCCOc1ccc(-c2nnn(CC(=O)NCc3ccco3)n2)cc1	-5	u	-14	-7%	-2%	18	2%	-10%	9	2%
CCC(=O)Nc1ccc(NC(=O)CSc2nnc(C(C)C)n2C)cc1	-4	3%	-5	-5%	2%	-3	2%	8%	-1	20%
CCOc1ccc(C(C)=O)cc1Cc1c(O)nc(N)[nH]c1=O	x	3%	5	1%	0%	x	-2%	6%[46.1 µM]	-1	-1%

Single records (already shown). Order of values: KCNH2 3.1 block, ELG1 repair inh, TSHR antag, Eya2 phos inh, Mito fusion act, hERG WT inh, USP2a inh, TCR act, TRPV1 agonist, A-T KAP1 phos
Cc1nc2ccccc2n1CC(O)COC1CCCCC1 (centres undefined) in the list: 4, u, -3, -2%, -1%, -23, 1%, -1%[46.1 µM], 5, 5%
CC(=O)Nc1ccc(Nc2nc(-c3cc4ccccc4oc3=O)cs2)cc1 in the list: -6, u, -17, -11%, 2%, -14, 9%, 5%, 4, 4%
CCc1nnc(NS(=O)(=O)c2ccc(NC(=S)NC(=O)c3ccc(Br)cc3)cc2)s1 in the list: -5, 2%, -15, -6%, 1%, 58, -8%, 0%[46.1 µM], -8, 4%
CCOc1ccc(S(=O)(=O)Nc2ccc(O)c(Sc3ncn[nH]3)c2)cc1 in the list: -6, u, 28, 9%, 1%, 1, 0%, -6%[46.1 µM], -1, 6%

The list continues.
SMILES	KCNH2 3.1 block	ELG1 repair inh	TSHR antag	Eya2 phos inh	Mito fusion act	hERG WT inh	USP2a inh	TCR act	TRPV1 agonist	A-T KAP1 phos
CC(C)c1cccc(C(C)C)c1NC(=O)COc1nncc2ccccc12	9	-2%	-6	-1%	0%	-3	0%	-4%[46.1 µM]	-1	-3%
CCCN(CC(=O)Nc1cc(Cl)ccc1Cl)C(=O)c1ccccc1SCC(=O)N1CCCC1	-1	u	1	-4%	8%	-2	-3%	1%	2	5%
CCOc1ccc(C(=O)CCC(=O)N(CC)CC(=O)NCc2cccs2)cc1	-3	u	31	-14%	-4%	0	1%	3%	8	-2%
CCOC(=O)Cn1c2[n+](c3ccccc31)CC(O)CS2 (centres undefined)	-1	-4%	4	4%	1%	9	2%	x	2	-5%
CCOC(=O)c1c(NC(=O)COC(=O)c2nc(Cl)ccc2Cl)sc(C(=O)NC)c1C	-6	u	-13	9%	3%	-3	1%	-7%	3	1%

Some of the compounds tested; the hit share may differ from the screen's.
